# Screening results (PubChem)
# FLuc inhib CS – counter-screen for luciferase assay inhibitors: firefly luciferase inhibition; P08659; ATPLite firefly luciferase biochemical luminescence, 10 min; inhibition, % at 10 µM; 1.5% of 200,000 active;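 active = inhibition above about 50% when tested at 10 µM, limit read from the data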
# Target sequence (P08659 whole entry, looked up): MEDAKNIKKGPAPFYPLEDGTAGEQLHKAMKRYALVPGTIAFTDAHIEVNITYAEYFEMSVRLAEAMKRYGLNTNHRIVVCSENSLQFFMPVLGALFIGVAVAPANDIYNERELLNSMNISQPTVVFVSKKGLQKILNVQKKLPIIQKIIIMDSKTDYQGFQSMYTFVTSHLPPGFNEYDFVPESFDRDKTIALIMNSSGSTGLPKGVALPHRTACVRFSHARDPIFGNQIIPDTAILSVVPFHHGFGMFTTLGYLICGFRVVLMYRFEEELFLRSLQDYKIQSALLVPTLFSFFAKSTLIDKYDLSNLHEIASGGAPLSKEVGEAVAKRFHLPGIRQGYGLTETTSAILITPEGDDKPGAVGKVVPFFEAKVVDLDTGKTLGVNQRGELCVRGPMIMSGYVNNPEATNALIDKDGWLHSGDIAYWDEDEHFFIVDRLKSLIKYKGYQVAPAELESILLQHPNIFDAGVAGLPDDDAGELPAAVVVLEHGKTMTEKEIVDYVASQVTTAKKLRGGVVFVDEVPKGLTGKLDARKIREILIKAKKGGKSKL
# G6PDH counter – counter-screen for G6PDH assay hits: L. mesenteroides G6PDH inhibition | Purified L. mesenteroides G6PDH, diaphorase/resazurin coupled fluorescence, 45 min | inhibition, % at 5 µM | 0.12% of 200,000 active | AID 1020; in the data active = inhibition above about 50%
# APP 5'UTR act – APP 5'UTR luciferase reporter activation; SH-SY5Y APP 5'UTR luciferase reporter, luminescence; zero percent = DMSO vehicle wells; activation, % at 2 µM; 1% of 190,000 active; AID 1276;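 active = activation above a set limit, based on mean plus 3 SD of controls, cut at about 140% in these data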; note: values of inactives mirror those of a sister screen read the other way
# NF-kB expr up – raises NF-kB expression in human neuronal cells | NF-kB reporter expression; active compounds read high | fold change at 12.5 µM | 1.6% of 190,000 active | AID 1239; in the data active = fold change above about 3.3
# Hsp70 activator – switches on Hsp70 transcription | HeLa Hsp70 promoter luciferase reporter, luminescence; scaled: vehicle 0, proteasome-inhibitor control 100% | activation, % at 10 µM | 0.04% of 200,000 active | AID 1203;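 active = activation above the mean across all tested compounds plus 3 SD, cutoff set per campaign, cut at about 5.5% in these data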;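 note: 100% = MG132 at 30 µM as the positive control and 0% = DMSO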
# DTT redox prof – compounds producing H2O2 with reducing agent – biochemical, NIH compound library profiling, artefact control for MLSCN library redox annotation, primary screen; 0.03% of 200,000 active; DTT-dependent redox cycling H2O2, phenol red/HRP absorbance; 100% = 100 µM peroxide control, 0% = buffer; activation, % at 10 µM;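 active = activation of at least 50% relative to the plate's high and low controls in the primary single-dose screen; inactive = activation below 50%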;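 note: compound incubated with DTT at 0.8 mM final as the reducing agent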
# STAT1 activator – increases IFN-gamma driven STAT1 reporter signal; NIH 3T3 STAT1-luciferase reporter, luminescence; 100% = IFN-gamma alone, no compound; activation (% of control), % at 5.5 µM; 2.6% of 200,000 active;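 active = activation above the screen-wide mean activation plus 3 SD, cut at about 130% in these data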;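 note: raw ratio to IFN-gamma control signal so 100% means no change and 0% no light; values of inactives mirror those of a sister screen read the other way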
# Efa HMGR inh – inhibitors of class II HMG-CoA reductase from Enterococcus faecalis | 0.41% of 190,000 active | AID 1066 | purified E. faecalis HMGR, NADPH absorbance 340 nm kinetic | inhibition, % at 10 µM;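 active = inhibition above a set limit, the median over all tested compounds plus 3 SD, cut at about 9.5% in these data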;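 note: enzyme runs in reverse so mevalonate oxidation gives rising NADPH absorbance; 0% = complete reaction with DMSO and 100% = background rate lacking mevalonate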
# APP transl inh – APP translation inhibition; SH-SY5Y APP 5'UTR-luciferase reporter, luminescence; inhibition, % at 2 µM; 0.82% of 190,000 active;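 active = inhibition above a set limit, derived from the sample mean plus 3 SD, cut at about 45% in these data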; note: values of inactives mirror those of a sister screen read the other way
# FLuc stim CS – affects firefly luciferase, flagging false hits in luciferase stimulation screens. P08659. ATPlite luciferase biochemical, luminescence, 10 min; 0 = ATP-free wells, 1 = DMSO control. activation factor at 10 µM. 200,000 tested, under 10 active. AID 1027;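 active = luciferase activation factor, scaled between plate controls, of at least 2 with compound at 10 µM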
#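 Assay system: Luciferase/luciferin detection reagent, cell-free biochemical luciferase assay / Read-out: luciferase activation / Benchmarks: No-ATP low control, compound-free enzyme-plus-ATP high control / Medium: PBS buffer for ATP / Detection: luminescence measurement of luciferase light output / Schedule: 10 min at ambient temperature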
# Numbers without * were called inactive; · = not tested or not shown.
cpd	molecule	FLuc inhib CS	G6PDH counter	APP 5'UTR act	NF-kB expr up	Hsp70 activator
1	N#Cc1ccccc1CSc1nc(N2CCCCC2)nc(N2CCCCC2)n1	-3	18	10	1.3	-0.3
2	O=C(NNS(=O)(=O)c1ccc(Br)cc1)c1sccc1-n1cccc1	-5	8	-8	1.1	0.0
3	CCOc1cc(/C=N/N2CCOCC2)ccc1OCc1ccc(C(=O)OC)o1	-2	0	-27	1	-0.1
4	COc1ccc(/C=N/N=C(\N)c2nonc2N)cc1OC	20	8	52	2	0.1
5	O=C(CCNC(=O)c1ccccc1Cl)Nc1nc(-c2ccc(F)cc2)cs1	-4	-25	9	0.86	-0.6
6	CCOC(=O)C1=C(N)N(c2ccccc2)C2=C(C(=O)CCC2)C1c1cccnc1 (configuration not stated)	-4	8	17	1.1	-0.2
7	O=C(Nc1ccc(Cl)cn1)c1cccc(S(=O)(=O)N2CCOCC2)c1	-2	0	-2	1	-0.4
8	CC(C)(C)c1ccc(OCCNC(=O)c2ncn[nH]2)cc1	1	6	10	1.1	-0.1
9	CCN(CC)C(=O)c1ccc(NS(=O)(=O)c2ccc(/C=C/C(=O)O)cc2)cc1	-5	3	-1	1.2	-0.3
10	CCOc1ccc(C(=O)c2cc([N+](=O)[O-])ccc2Cl)cc1	-11	4	-8	1.4	-0.1
11	CCC(=O)N1CCN(c2ccc(Cl)cc2NC(=O)c2cccc([N+](=O)[O-])c2)CC1	-9	-7	23	1.1	-0.3
12	COc1ccc(C(=O)NC(=S)Nc2ccccc2F)cc1	8	8	116	3	0.4
13	Fc1ccc(C(c2nnnn2CCc2ccccc2)N2CCCc3ccccc32)cc1 (configuration not stated)	-4	6	·	0.68	-0.4
14	Cc1ccc(SCC2CNc3nc4ccccc4c(=O)n32)c(C)c1 (configuration not stated)	-2	1	16	1.1	-0.4
15	CS(=O)(=O)N(Cc1ccc(F)cc1)Cc1nc2ccccc2c(=O)[nH]1	-6	-5	7	1.6	-0.3

cpd	DTT redox prof	STAT1 activator	Efa HMGR inh	APP transl inh	FLuc stim CS
1	4.6	102	3	-10	1
2	-1.2	98	-10	8	1.1
3	-1.0	97	-7	27	1
4	0.1	141*	-3	-52	0.8
5	0.4	99	-1	-9	1
6	0.1	102	1	-17	1
7	0.2	102	1	2	1
8	-0.1	106	-2	-10	1
9	0.3	100	-1	1	1.1
10	-2.3	103	1	8	1.1
11	-2.1	107	-1	-23	1.1
12	-0.6	158*	0	-116	0.9
13	0.2	95	3	·	1
14	23	112	1	-16	1
15	-6.2	98	-3	-7	1.1

# Carrying on.
cpd	molecule	FLuc inhib CS	G6PDH counter	APP 5'UTR act	NF-kB expr up	Hsp70 activator
16	CCn1c2ccccc2c2cc(/C=N/NC(=O)c3cc(O)cc(O)c3)ccc21	0	12	-22	0.59	-0.3
17	COc1ccc(-c2onc(C)c2-c2ccccc2)c(O)c1	-4	2	-5	0.95	0.1
18	Cc1nc2cc(-c3ccccc3)nn2c(C)c1CCC(=O)NCc1ccco1	0	2	-30	0.83	-0.4
19	Cc1ccc(NC(=O)CCNC(=O)c2ccccc2Cl)cc1S(=O)(=O)N(C)C	-2	-3	-6	1.3	-0.1
20	O=C(CSc1nc2[nH]ncc2c(=O)n1-c1ccccc1Cl)N1CCCC1	-2	1	17	0.78	0.0
21	CCN(CC)C(=O)c1c2c(nc3ccccc13)-c1ccccc1CC2	-1	-26	-5	0.76	-0.2
22	NNC(=O)CCS(=O)(=O)c1ccc2ccccc2c1	2	6	17	1.2	-0.2
23	CCC(=O)Nc1nonc1-c1nc2ccccc2n1CC(C)C	-7	2	1	1.1	-0.4
24	O=C(N/N=C/c1c(Cl)cccc1Cl)c1n[nH]c2c1CCCC2	42	10	46	1.6	-0.1
25	Cc1csc(SCc2nnc(-c3ccc(Cl)cc3)o2)n1	11	1	95	3.7*	0.5
26	CC(C)c1ccccc1NC(=O)COC(=O)c1ccc(Cl)c(S(=O)(=O)N2CCCCCC2)c1	-2	8	-2	0.92	-0.5
27	CCSc1nc2ccccc2n1CC(=O)N1CCOCC1	24	8	-1	1.9	-0.3
28	CCC(C)NCCOCCOc1ccc(F)cc1 (configuration not stated)	-8	21	2	0.99	-0.1
29	c1ccn2c(SCc3cn4ccsc4n3)nnc2c1	-2	11	45	2.2	-0.1
30	O=C(O)CSc1ccc2nnc(-c3cccnc3)n2n1	-5	0	16	1.1	-0.2

cpd	DTT redox prof	STAT1 activator	Efa HMGR inh	APP transl inh	FLuc stim CS
16	0.3	119	-2	22	1
17	-0.1	99	0	5	1
18	-1.4	93	0	30	1
19	-0.1	102	-5	6	1
20	-1.1	96	-3	-17	1
21	-3.7	93	-1	5	1
22	-0.3	96	-2	-17	1
23	-2.2	94	2	-1	1.1
24	0.5	128	-1	-46	0.6
25	0.4	116	-2	-95	0.9
26	5.2	104	-4	2	1
27	0.3	99	-5	1	0.8
28	0.7	102	2	-2	1.1
29	3.0	138*	1	-45	1
30	-0.9	94	1	-16	1.1

# Additional compounds:
cpd	molecule	FLuc inhib CS	G6PDH counter	APP 5'UTR act	NF-kB expr up	Hsp70 activator
31	Cc1nc2ccc(NC(=O)c3ccco3)cc2nc1C	3	-2	8	1.4	0.0
32	Cc1ccc(Cn2c(O)c(N=O)c3ccccc32)cc1	-3	19	-4	1.1	-0.1
33	Cc1cccc(N2C(=O)C3C4C=CC(C4)C3C2=O)c1 (configuration not stated)	-9	10	-5	1	-0.2
34	Cc1c(Cl)cccc1NC(=S)N1CCN(Cc2ccc3c(c2)OCO3)CC1	-4	7	-2	1.1	0.0
35	O=C(Cn1ncc2c(=O)oc3ccccc3c21)NCC1COc2ccccc2O1 (configuration not stated)	-4	1	-1	1.2	0.1
36	O=C(N/N=C/c1ccncc1)c1ccccc1	13	2	5	1.3	-0.2
37	COc1ccnc(Oc2ccccc2)c1C(=O)N/C=N/OCc1ccccc1F	-5	6	-22	0.79	0.3
38	CCOC(=O)c1cc2sccc2n1CC(=O)N1CCN(C(=O)c2ccco2)CC1	-9	2	12	1	-0.3
39	COc1ccc(Cc2n[nH]c(=S)o2)cc1	-5	8	21	1.1	-0.3
40	N#CC1=C(N)Oc2n[nH]c(-c3ccc(F)cc3)c2C1c1cccnc1 (configuration not stated)	-4	18	-3	1	-0.4
41	CCOC(=O)Cc1nnc(NC(=O)C2CCCCC2)s1	2	16	-20	1.1	-0.3
42	C=CCc1ccc(OCCOc2cccc(/C=N/n3cnnc3)c2)c(OC)c1	·	·	81	·	-0.3
43	COc1cccc(CN2C(=O)c3cccc(N)c3C2=O)c1	-4	4	0	0.98	-0.2
44	NC(=O)c1ccsc1NC(=O)COC(=O)Cc1cccc2ccccc12	0	13	3	0.69	-0.3
45	CCc1n[nH]c(=S)n1/N=C/c1ccc(N(CC)CC)cc1	5	-6	0	1.1	0.3

cpd	DTT redox prof	STAT1 activator	Efa HMGR inh	APP transl inh	FLuc stim CS
31	-2.0	101	-2	-8	1
32	-0.4	94	-2	4	1
33	-3.8	100	2	5	1.1
34	0.3	102	-2	2	1
35	-1.0	94	-11	0	1
36	1.6	96	-4	-5	0.9
37	-0.9	94	-6	22	1
38	-0.5	94	-2	-12	1.1
39	0.2	98	0	-21	1.1
40	0.0	91	2	3	1
41	0.2	100	·	20	1
42	-4.2	112	·	-81	·
43	-0.2	93	-3	0	1
44	0.3	83	0	-4	1
45	-1.7	104	-1	0	0.9

# (listing goes on)
cpd	molecule	FLuc inhib CS	G6PDH counter	APP 5'UTR act	NF-kB expr up	Hsp70 activator
46	N#C/C(=C\c1c[nH]c2ccccc12)c1nnc2n1CCCCC2	1	-6	26	1.3	-0.1
47	CCNc1nc(SC(C)C(=O)OC)nc(N(C)C)n1 (configuration not stated)	-6	-3	-8	1.1	0.1
48	O=C(c1ccc([N+](=O)[O-])cc1)N(Cc1ccc(Br)cc1)N1C(=O)CCCC1=O	0	12	21	1.3	-0.2
49	CCOC(=O)CSC1=C(C#N)C(c2ccc(F)cc2)C(C(C)=O)=C(C)N1 (configuration not stated)	-6	9	0	0.94	0.1
50	CC(C)(C)Cc1nc(-c2ccc(Cl)cc2)no1	-2	-4	-6	1.1	0.0
51	Cc1ccc(S(=O)(=O)N2CCC(=O)N(CCOCc3cccc(C(F)(F)F)c3)CC2)cc1	0	6	-8	1.1	-0.2
52	Clc1ccc(CSC2=NCCCN2)cc1Cl	-5	2	0	1.1	-0.4
53	N#Cc1cc2c(N)c(C(=O)Nc3ccccc3)sc2nc1N	-2	-26	40	0.59	2.1
54	O=C(CCCC(=O)N1CCCc2ccccc21)N1CCCc2ccccc21	-5	-3	-1	0.76	0.0
55	O=C(N/N=C/c1ccco1)c1ccc(C(=O)N/N=C/c2ccco2)o1	10	2	-7	1.4	-0.2

cpd	DTT redox prof	STAT1 activator	Efa HMGR inh	APP transl inh	FLuc stim CS
46	0.6	99	-2	-26	1
47	-0.1	96	-2	8	1.1
48	0.2	94	0	-21	1
49	-0.7	96	-6	0	1.1
50	0.8	89	1	6	1
51	0.4	91	-6	8	1
52	-2.0	95	-6	0	1.1
53	-4.8	118	1	-40	1
54	-2.8	99	-10	1	1
55	-0.8	105	4	7	0.9

# Grouped by structure: those above with an aryl thioether with sulfur outside any ring
cpd	molecule	FLuc inhib CS	G6PDH counter	APP 5'UTR act	NF-kB expr up	Hsp70 activator
1	N#Cc1ccccc1CSc1nc(N2CCCCC2)nc(N2CCCCC2)n1	-3	18	10	1.3	-0.3
14	Cc1ccc(SCC2CNc3nc4ccccc4c(=O)n32)c(C)c1 (configuration not stated)	-2	1	16	1.1	-0.4
20	O=C(CSc1nc2[nH]ncc2c(=O)n1-c1ccccc1Cl)N1CCCC1	-2	1	17	0.78	0.0
25	Cc1csc(SCc2nnc(-c3ccc(Cl)cc3)o2)n1	11	1	95	3.7*	0.5
27	CCSc1nc2ccccc2n1CC(=O)N1CCOCC1	24	8	-1	1.9	-0.3
29	c1ccn2c(SCc3cn4ccsc4n3)nnc2c1	-2	11	45	2.2	-0.1
30	O=C(O)CSc1ccc2nnc(-c3cccnc3)n2n1	-5	0	16	1.1	-0.2
47	CCNc1nc(SC(C)C(=O)OC)nc(N(C)C)n1 (configuration not stated)	-6	-3	-8	1.1	0.1

cpd	DTT redox prof	STAT1 activator	Efa HMGR inh	APP transl inh	FLuc stim CS
1	4.6	102	3	-10	1
14	23	112	1	-16	1
20	-1.1	96	-3	-17	1
25	0.4	116	-2	-95	0.9
27	0.3	99	-5	1	0.8
29	3.0	138*	1	-45	1
30	-0.9	94	1	-16	1.1
47	-0.1	96	-2	8	1.1

# Rows are unselected; 5.3% or so of the library scored in one or more.
